MT1-MMP txn act = MT1-MMP promoter reporter activation – cell-based, luciferase luminescence, primary screen. activation factor at 10 µM. 0.16% of 86,000 active. HT1080 MT1-MMP promoter luciferase reporter, overnight; hits give high values;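 active = activation factor of at least 2 for MT1-MMP transcription at 10 µM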
hDAT+cocaine = changed hDAT dopamine uptake under cocaine IC80, either direction, primary screen, cocaine antagonist project, cell-based, LLC-PK1 hDAT, [14C]-dopamine uptake, MLSMR; Sodium-dependent dopamine transporter (Homo sapiens), Q01959; LLC-PK1 hDAT cells, [14C]-dopamine uptake with cocaine IC80; actives deviate in either direction; B-score at 10 µM; 1.3% of 110,000 active; AID 449768, 2010;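 active = Z score or B-score, a plate-position-corrected score, falls beyond the plate's 99.7% confidence bounds, in either direction; inactive = both scores lie inside the 99.7% bounds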;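 note: scored against the spread of the other compound wells on the same plate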
Target sequence (Q01959 whole entry, looked up): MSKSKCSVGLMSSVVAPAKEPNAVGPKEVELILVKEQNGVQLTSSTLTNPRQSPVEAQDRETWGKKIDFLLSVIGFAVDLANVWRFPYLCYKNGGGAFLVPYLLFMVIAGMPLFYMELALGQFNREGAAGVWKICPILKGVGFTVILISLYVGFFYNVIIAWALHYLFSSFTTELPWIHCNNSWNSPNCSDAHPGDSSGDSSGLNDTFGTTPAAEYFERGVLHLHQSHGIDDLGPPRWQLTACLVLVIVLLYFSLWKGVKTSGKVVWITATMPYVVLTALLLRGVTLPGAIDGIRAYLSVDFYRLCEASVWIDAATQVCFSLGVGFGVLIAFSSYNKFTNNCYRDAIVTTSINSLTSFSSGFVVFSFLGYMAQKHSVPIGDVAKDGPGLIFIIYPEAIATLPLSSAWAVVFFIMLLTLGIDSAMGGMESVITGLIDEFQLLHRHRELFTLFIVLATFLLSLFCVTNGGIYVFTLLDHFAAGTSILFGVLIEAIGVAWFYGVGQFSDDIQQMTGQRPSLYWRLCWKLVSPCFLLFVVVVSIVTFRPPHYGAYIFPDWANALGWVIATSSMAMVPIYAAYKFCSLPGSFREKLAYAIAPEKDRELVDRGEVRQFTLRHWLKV
VCAM1 TNFa inh = inhibitors of TNFa-induced VCAM1 expression, primary screen, imaging, HUVEC, TNFa stimulus, immunofluorescence | inhibition, % at 2 µM | 0.48% of 95,000 active | AID 802, 2007 | HUVEC TNFa-induced VCAM-1 immunofluorescence, high-content imaging;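 active = inhibition above the batch mean plus 3 SD, with images confirmed as a hit by eye, cut at about 37% in these data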;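 note: 0% = TNF-stimulated DMSO wells and 100% = unstimulated control wells; not every result past the cut was called active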
LYP inh 2 = PTPN22 phosphatase inhibitors, primary screen, biochemical, DiFMUP fluorescence, 2 µM. Tyrosine-protein phosphatase non-receptor type 22 (Homo sapiens), Q9Y2R2. recombinant LYP catalytic domain. inhibition, % at 2 µM. 0.21% of 96,000 active. AID 640, 2007;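 active = inhibition at 2 µM at or above a set limit, the screen mean plus 3 SD, cut at about 24% in these data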;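 note: 0% = DMSO with enzyme and 100% = enzyme fully blocked by orthovanadate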
Calb biofilm kill = clotrimazole potentiators killing Candida biofilms, primary screen, with clotrimazole, Alamar Blue. C. albicans biofilm + clotrimazole. inhibition, % at 6 µM. 0.14% of 85,000 active;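 active = inhibition above 20%; inactive = inhibition below 20%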;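 note: preformed 24 hr biofilms exposed to compound for 48 hr; 0% = biofilm without compound and 100% = blank killed by clotrimazole plus chlorhexidine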
F-actin modifier = modifiers of F-actin cytoskeleton organization, primary screen, imaging, HUVEC, phalloidin staining, high-content imaging; HUVEC TNFa F-actin phalloidin imaging; 0.18% of 91,000 active; AID 836, 2007; inhibition, % at 2 µM;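 active = inhibition above the batch mean plus 3 SD and confirmed as a hit by visual image inspection, cut at about 30% in these data, passing the limit was not always enough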; note: strong numbers were not always called active
Smad3 inh = Smad3/FoxH1 peptide binding inhibitors, primary screen, biochemical, TR-FRET; TR-FRET Smad3/Dy647-FoxH1 peptide binding, europium anti-His; AID 630, 2007; 0.29% of 88,000 active; inhibition, % at 25 µM; Mothers against decapentaplegic homolog 3 (Homo sapiens), P84022;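 active = compounds that reduce the energy-transfer binding signal between the protein and its labelled peptide by more than half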;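 note: 0% = Smad3 plus labelled peptide maximal FRET and 100% = peptide-only background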
Target sequence (P84022 whole entry, looked up): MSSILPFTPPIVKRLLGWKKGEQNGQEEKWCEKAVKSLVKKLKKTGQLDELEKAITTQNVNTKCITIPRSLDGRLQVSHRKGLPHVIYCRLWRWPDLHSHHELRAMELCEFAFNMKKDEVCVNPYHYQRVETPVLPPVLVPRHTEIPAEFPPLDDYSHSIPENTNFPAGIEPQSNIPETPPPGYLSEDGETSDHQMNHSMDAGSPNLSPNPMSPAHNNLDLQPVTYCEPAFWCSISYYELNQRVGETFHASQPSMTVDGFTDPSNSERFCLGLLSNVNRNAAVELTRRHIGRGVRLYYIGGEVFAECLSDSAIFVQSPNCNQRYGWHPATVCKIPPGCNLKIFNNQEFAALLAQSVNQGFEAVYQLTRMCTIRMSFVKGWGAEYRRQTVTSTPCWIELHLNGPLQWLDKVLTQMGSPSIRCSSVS
IL1B cytotox = cytotoxicity in IL-1B stimulated HUVEC, primary screen, cytotoxicity control for IL-1B NFkB translocation project, imaging, Hoechst nuclear count, IL-1B stimulus; 0.41% of 94,000 active; AID 845, 2007; cell count reduction, % at 2 µM; HUVEC cell count loss;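 active = cell count reduction more than 3 SD above the screen-wide mean, cut at about 70% in these data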;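 note: normalized per plate to untreated control cells as the no-loss baseline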
TNFa cytotox = cytotoxicity in TNFa-stimulated HUVEC, primary screen, cytotoxicity control for VCAM1 expression modulator project, imaging, Hoechst nuclei count | AID 848, 2007 | cell count reduction, % at 2 µM | HUVEC TNFalpha-stimulated, Hoechst cell count | 0.17% of 93,000 active;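 active = cell count reduction exceeding the screen mean by over 5 SD, scaled to untreated wells per plate, cut at about 78% in these data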;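 note: cells counted after 24 h of TNF alpha exposure following the 1 h pretreatment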
Active calls of the source: *; / = not tested or not shown; [ ] = dose if it differs, or a comment. This is a subset, so the mix of outcomes need not match the whole.

SMILES | MT1-MMP txn act | hDAT+cocaine | VCAM1 TNFa inh | LYP inh 2 | Calb biofilm kill | F-actin modifier | Smad3 inh | IL1B cytotox | TNFa cytotox
CCCN1C2CCCC1CC(NC(=O)NC1CCCCC1)C2 (stereo unspecified) | 1.1 | -0.42 | 1 | 2 | 6 | -10 | 3 | -26 | -9
Cc1ccc(CN2CCN(CC(=O)NC(C)CCc3ccccc3)C2=O)cc1 (stereo unspecified) | / | 0.04 | -6 | -4 | 11 | -6 | -15 | 10 | -16
Cc1cccc(OCc2nnc(SCn3nnc4ccccc4c3=O)o2)c1 | 1.1 | 1.2 | / | / | -4 | / | 5 | / | /
COc1ccc(CCNc2ncnc3[nH]ncc23)cc1OC | 1.2 | -0.3 | -16 | 5 | 5 | 17 | 17[fluorescence artefact?] | -5 | 47
COC(=O)c1cn(NC(=O)c2ccc3c(c2)OCO3)c(=O)c2ccccc12 | 1.1 | 0.12 | / | / | 1 | / | 11 | / | /
O=C(O)c1ccc(C(=O)O)c(C(=O)c2ccccc2)c1 | 1.1 | -1.2 | 11 | -4 | -1 | 12 | 16 | 80* | -28
CCCCc1c(O)nc2n(c1=O)CCS2 | 1 | -0.091 | 8 | -8 | / | 8 | / | -10 | -2
COC(=O)c1ccc2c(=O)n(CCCN3CCOCC3)c(=S)[nH]c2c1 | 1.1 | 1.3 | -10 | 3 | 0 | -2 | 8 | -22 | /
N#CCC(CNc1ncc(C(F)(F)F)cc1Cl)OC(=O)c1cccc(C(F)(F)F)c1 (stereo unspecified) | / | -0.47 | 2 | -1 | / | -15 | / | -23 | -2
Cc1ccc(-c2cc(C(=O)NCCCN3CCOCC3)no2)cc1 | 0.5 | 0.3 | 7 | -3 | 7 | 10 | 6 | -24 | -18
Cc1cc(C)c(NC(=O)CSc2nnc(-c3ccco3)n2N)c(C)c1 | 1.1 | -2.3 | 0 | 2 | 3 | 16 | 6 | -12 | -45
CC(C)(C)C(=O)CC1(O)C(=O)N(Cc2ccccc2)c2ccccc21 (stereo unspecified) | / | 0.28 | 19 | 5 | 2 | 0 | 2 | 0 | -25
CCC(=O)Nc1ccc(N2CCN(C(=O)c3ccccc3C)CC2)cc1 | 1.1 | -0.76 | 21 | 1 | 5 | 1 | 9 | -6 | 25
Cc1nnc2sc(-c3cccc(NC(=O)c4cccnc4)c3)nn12 | 1 | 0.048 | 11 | -14 | 1 | 9 | 1 | 6 | -16
CCCCN(C)C(=O)Cn1cnc2sc(C)cc2c1=O | 1.2 | 0.19 | -8 | -5 | 1 | -7 | 7 | -7 | 7
CC(=O)Nc1ccc(S(=O)(=O)N2CCC(n3cnc4cc(F)ccc43)CC2)cc1 | 1.2 | -0.33 | -5 | 1 | -4 | -47 | 5 | 12 | -11
O=C(CSc1ccc(Cl)cc1)Nn1cnnc1 | 1 | -0.25 | 13 | -7 | -1 | -30 | 2 | 18 | -14
COc1ccc(C2C(C(N)=O)=C(C)Nc3nc(-c4cccc(Cl)c4)nn32)cc1OC (stereo unspecified) | 1 | 0.85 | 2 | 6 | 11 | 2 | 7 | -56 | -25
NCC(O)COc1ccc2c(c1)OCO2 (stereo unspecified) | 1.1 | 0.13 | 18 | 11 | 2 | 6 | 2 | -18 | 1
CC(=O)NCC(=O)N(c1ccccc1)C1(C(=O)NC2CCCCC2)CCCCC1 | 0.9 | -1 | 16 | -5 | 1 | -22 | 9 | -4 | 4
CCCCn1c(SCC(=O)NCc2ccccc2)nc2ccc(N3CCOCC3)cc2c1=O | 1.3 | -0.15 | 9 | 2 | 2 | -10 | -6[fluorescence artefact?] | -21 | -8
COC(=O)c1ccc(OCCOc2ccccc2)cc1 | 1.3 | -0.14 | 5 | 4 | 2 | 0 | 2 | -16 | -21
CCCNC(=O)c1c(NC(=O)C2COc3ccccc3O2)sc2c1CCCC2 (stereo unspecified) | 1.4 | -1.6 | 17 | -3 | 5 | 7 | -12 | -1 | /
CN1C(=O)Cn2c1nc1ccccc12 | 1.1 | 0.46 | 7 | 0 | -1 | 9 | 7 | -2 | -7
CCn1cc(C(=O)NCCCOC)c(=O)c2cc(S(=O)(=O)N(C)C)ccc21 | 1.1 | -0.095 | 24 | -10 | 8 | -4 | 8 | -6 | -6

More compounds.
SMILES | MT1-MMP txn act | hDAT+cocaine | VCAM1 TNFa inh | LYP inh 2 | Calb biofilm kill | F-actin modifier | Smad3 inh | IL1B cytotox | TNFa cytotox
O/N=C1/CCc2nonc2/C1=N/O | 1 | -0.23 | -2 | 2 | 4 | 6 | 5 | -19 | -46
CSc1nc2nc(-c3ccccc3)cc(=O)n2[nH]1 | 1.1 | -0.97 | -1 | 7 | -2 | 18 | 3 | 3 | -11
COc1cccc(-n2c(Cc3cc(=O)[nH]c(=O)[nH]3)nnc2SCC(=O)Nc2ccccc2)c1 | 1.1 | 1.3 | 5 | 8 | 2 | -16 | 5 | -7 | -13
N#CCCN1CCN(C(=S)c2ccc(-c3ccc(Cl)c(Cl)c3)o2)CC1 | 1.5 | 1.3 | 4 | 13 | 10 | 25 | 0 | -20 | -45
Cc1ccccc1-c1nnc(-c2ccc(Cl)cc2)o1 | / | 0.5 | 2 | 6 | 5 | -8 | 2 | 8 | 14
O=C1Nc2c(c(=O)[nH]c(=O)n2-c2ccccc2)C1(Nc1ncccn1)C(F)(F)F (stereo unspecified) | 1.2 | -1.2 | 14 | -1 | -2 | -27 | 0 | 23 | 4
Cc1ccc(S(=O)(=O)N2CCCC(C(=O)Nc3ccc(NC(=O)c4ccccn4)cc3)C2)cc1 (stereo unspecified) | 1.1 | 0.56 | -23 | 11 | 4 | 7 | 1 | -25 | -30
CCOC(=O)C1=C(C)NC(=O)NC1c1ccc(N(CC)CC)cc1 (stereo unspecified) | 1 | 2 | 1 | -9 | 12 | 17 | -13 | 5 | -34
Cc1ccc(-c2nnc(SCC(=O)N3CCOCC3)nc2-c2ccc(C)cc2)cc1 | 1 | 0.48 | 12 | 3 | 6 | -14 | 1 | -12 | 6
Cc1ccc(-c2c3c(=O)n(C)c(=O)n(C)c3cn2N2CCOCC2)cc1 | 0.9 | 0.77 | 9 | 11 | 7 | -11 | -3 | 10 | -22
CCc1ccc2[nH]c(=O)c(C(c3nnnn3Cc3ccc(OC)cc3)N3CCOCC3)cc2c1 (stereo unspecified) | 1.2 | 0.15 | -16 | 5 | 7 | -9 | 8 | 8 | 6
OC1(c2ccc3ccccc3c2)CCN(Cc2ccccc2)C1 (stereo unspecified) | 1.1 | -0.79 | 3 | 4 | 4 | 1 | -5 | -16 | -2
Cc1ccc(Cn2c(Sc3nccc(C)n3)nc3c2c(=O)[nH]c(=O)n3C)cc1 | 1 | -0.3 | 3 | -8 | 2 | 6 | 7 | 8 | -20
Cc1cccc(-n2ncc3c(NCc4ccc5c(c4)OCO5)ncnc32)c1 | 1.2 | 0.0093 | 19 | -3 | 11 | -16 | -12 | -1 | -25
O=C(c1ccco1)n1nc(NCc2ccccc2)nc1NCc1ccccc1 | 1.1 | -0.067 | 19 | -13 | 4 | -6 | -2 | -14 | -10
O=C(Nc1nnc(SCc2ccccc2)s1)c1ccco1 | 1.1 | -0.49 | -5 | 5 | 0 | 7 | -12 | -6 | -14
CCSc1nc(-c2ccc(OC)cc2)ccc1C#N | 1 | -0.56 | 23 | 2 | 5 | -10 | 1 | 10 | 5
COc1ccccc1NC(=O)c1cccc(S(=O)(=O)N2CCOCC2)c1 | 1 | -0.037 | -8 | -2 | 3 | 11 | 2 | 23 | -17
O=C(CSc1ncn[nH]1)NCCC(c1ccccc1)c1ccccc1 | 1.2 | -0.88 | 0 | 14 | 9 | 6 | 10 | -15 | -13
O=c1c(-c2ccccc2)nc(-c2ccccc2)cn1O | / | -0.7 | -15 | 11 | / | 16 | / | -74 | -43
C=CCn1c(SCC(=O)NCC(=O)OCC)nnc1-c1ccccn1 | 1.1 | -1.2 | 15 | -10 | 4 | 7 | 0 | -12 | 17
Cc1ccc(S(=O)(=O)Cn2nnnc2C(C(C)C)N2CCN(C(=O)c3ccco3)CC2)cc1 (stereo unspecified) | 1 | -0.5 | -8 | -3 | 2 | -28 | 9 | -11 | 2
O=C(CSc1nc(-c2ccco2)cc(C(F)(F)F)n1)N1CCN(Cc2ccccc2)CC1 | 1.1 | 1.9 | 17 | 5 | -3 | 3 | -6 | -2 | -20
CC(NC(=O)c1ccc(F)cc1)c1ccccc1 (stereo unspecified) | / | -0.85 | -13 | 7 | / | -4 | / | 20 | 3
CCC1(COC(NC(=O)c2cccnc2)(C(F)(F)F)C(F)(F)F)COC1 | 1.1 | 0.62 | -7 | 1 | 8 | 4 | 3 | -17 | -15

Two successive entries from above, quoted:
SMILES | MT1-MMP txn act | hDAT+cocaine | VCAM1 TNFa inh | LYP inh 2 | Calb biofilm kill | F-actin modifier | Smad3 inh | IL1B cytotox | TNFa cytotox
O/N=C1/CCc2nonc2/C1=N/O | 1 | -0.23 | -2 | 2 | 4 | 6 | 5 | -19 | -46
CSc1nc2nc(-c3ccccc3)cc(=O)n2[nH]1 | 1.1 | -0.97 | -1 | 7 | -2 | 18 | 3 | 3 | -11

Carrying on.
SMILES | MT1-MMP txn act | hDAT+cocaine | VCAM1 TNFa inh | LYP inh 2 | Calb biofilm kill | F-actin modifier | Smad3 inh | IL1B cytotox | TNFa cytotox
Brc1ccc(-c2cnc3n2CCCC3)cc1 | 1.1 | -0.42 | 18 | 14 | 3 | 14 | 6 | -7 | -7
Cc1nc2c(-c3ccccc3)c(C)nn2c(C)c1CC(=O)O | 1.2 | 0.88 | 20 | -4 | -1 | 18 | 16 | -10 | -16
COc1cc(C(O)P(=O)(OC(C)C)c2ccc(N(C)C)cc2)cc(OC)c1OC (stereo unspecified) | 1 | 0.37 | -4 | -13 | 8 | -4 | -14 | -13 | -35
CCNc1nc2c(c(=O)[nH]c(=O)n2C)n1Cc1ccc(F)cc1 | 1.2 | 0.41 | 12 | 3 | / | 14 | / | -5 | -13
CCn1c(SC)nc(O)c(C(c2ccc(OC)c(O)c2)c2c(O)nc(SC)n(CC)c2=O)c1=O | / | / | -7 | 19 | / | 10 | / | 49 | -7
O=C(NC1CCCC1)c1nc2c(nnn2Cc2cccc(Cl)c2)c(=O)[nH]1 | 1.1 | 1.2 | / | / | 3 | / | 0 | / | /
CCOC(=O)CSc1nc(-c2ccccc2)nc2ccccc12 | / | -0.35 | 16 | 4 | / | 30 | / | 8 | -15
N#CCCN1CCN(S(=O)(=O)c2ccc(S(=O)(=O)N3CCCC3)cc2)CC1 | 1.1 | -0.11 | / | / | 3 | / | -1 | / | /
O=C(NCCCN1CCN(Cc2ccccc2Cl)CC1)Nc1ccccc1 | 1.1 | -0.73 | 9 | -27 | 8 | 19 | 13 | -7 | -28
c1ccc(-c2nccc(-c3ccc(-n4cnc5ccccc54)cc3)n2)cc1 | 1.1 | / | -3 | 14 | 6 | -6 | 0 | -6 | -17
